ABCG2 block = blocks JC-1 efflux by human ABCG2 transporter. Q9UNQ0. IgMXP3 cells, flow cytometry. inhibition, % at 6.6 µM. actives 0.1% (n = 190,000);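 active = inhibition above 80%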;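 note: 0% = DMSO and 100% = nicardipine control wells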
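Assay system – ABCG2 IgMXP3 and barcoded ABCB1 CCRF-Adr cell mix · Input – 3 million cells/mL in well · Reagent – JC-1 fluorescent substrate · Compound – single test compound dose, 6.6 µM final · Timing – 10 min exposure at 25 °C with rotation, no wash · Detection – flow cytometry of retained JC-1 fluorescence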
Bim-Bcl-2 = disrupts Bim peptide binding to human Bcl-2. Bead-based flow cytometry, Bim peptide-Bcl-2 binding. actives 0.06% (n = 190,000). P10415. inhibition, % at 10 µM; in the data active = inhibition above about 40%; inconclusive = no clear call, values can overlap the other calls;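 note: 0% = no compound wells with probe peptide and 100% = reference peptide inhibitor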
Target sequence (P10415 whole entry, looked up): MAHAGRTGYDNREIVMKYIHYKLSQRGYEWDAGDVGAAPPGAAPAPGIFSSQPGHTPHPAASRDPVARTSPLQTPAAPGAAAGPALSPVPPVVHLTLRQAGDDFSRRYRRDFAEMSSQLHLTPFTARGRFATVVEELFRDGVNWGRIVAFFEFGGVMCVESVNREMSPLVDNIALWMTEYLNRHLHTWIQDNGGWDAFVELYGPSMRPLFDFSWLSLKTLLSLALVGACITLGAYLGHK
Bim-Bcl-XL = human Bim-Bcl-XL interaction inhibition; actives 0.04% (n = 190,000); inhibition, % at 10 µM; Bim peptide-Bcl-XL binding, bead flow cytometry, fluorescence; Q07817
Target sequence (Q07817 whole entry, looked up): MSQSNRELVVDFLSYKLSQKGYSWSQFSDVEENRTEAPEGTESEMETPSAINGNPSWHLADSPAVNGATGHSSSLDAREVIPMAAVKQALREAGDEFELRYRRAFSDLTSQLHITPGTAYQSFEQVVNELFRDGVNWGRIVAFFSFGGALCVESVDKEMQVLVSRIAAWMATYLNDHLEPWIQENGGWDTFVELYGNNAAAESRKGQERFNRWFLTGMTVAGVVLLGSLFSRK
Bim-Bcl-W = human Bim-Bcl-W interaction inhibition. Q92843. bead-based flow cytometry, Bim peptide-Bcl-W binding. inhibition, % at 10 µM. actives 0.02% (n = 190,000). AID 952;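 note: 0% = bound tracer without compound and 100% = peptide blocker; higher means less fluorescent Bim peptide bound to Bcl-W beads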
RGS4-Gao reg = modulates binding of RGS4 to human Galphao. P09471. Multiplexed bead flow cytometry; actives lie on both sides. binding response (% of control), % at 10 µM. actives 0.33% (n = 220,000). AID 1415; in the data active = binding response below about 49% or above about 150%; inactive = in between;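 note: fluorescent Galphao activated with aluminum fluoride binding bead-coupled RGS4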
Target sequence (P09471 whole entry, looked up): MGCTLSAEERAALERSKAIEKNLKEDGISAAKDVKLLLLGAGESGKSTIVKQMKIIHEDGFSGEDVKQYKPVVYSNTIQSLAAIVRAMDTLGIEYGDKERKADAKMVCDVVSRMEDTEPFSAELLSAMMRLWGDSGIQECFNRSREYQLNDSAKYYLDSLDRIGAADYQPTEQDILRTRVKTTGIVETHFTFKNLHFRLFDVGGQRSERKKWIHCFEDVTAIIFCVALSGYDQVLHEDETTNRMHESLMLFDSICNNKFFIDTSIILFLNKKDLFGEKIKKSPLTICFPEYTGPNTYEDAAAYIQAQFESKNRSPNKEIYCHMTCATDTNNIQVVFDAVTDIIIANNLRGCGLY
RGS8-Gao = modulates binding of RGS8 to human Galphao; multiplexed bead flow cytometry; actives lie on both sides; actives 0.34% (n = 220,000); response (percent of control binding), % at 10 µM; P09471; in the data active = response below about 60% or above about 140%; inactive = in between;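 note: Galphao activated as the GDP aluminium fluoride complex binding bead-coupled RGS8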
GSH fluor = GSH bead compound fluorescence profile | actives 0.25% (n = 190,000) | fluorescence (KMESF) at 10 µM | GSH beads flow cytometry, compound fluorescence 488/530 nm; hits give high values; in the data active = fluorescence above about 89;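 note: glutathione beads carrying GST-tagged Bcl family fusion proteins plus one bare bead set; values are compound well signal with DMSO vehicle wells as background; inactives centre near 16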
RGS7-Gao reg = regulators of human RGS7-Galphao interaction | P09471 | Multiplexed bead flow cytometry, RGS7-Galphao binding; actives lie on both sides | binding response (% of control), % at 10 µM | actives 0.35% (n = 220,000); in the data active = binding response below about 49% or above about 150%; inconclusive = no clear call, values can overlap the other calls; inactive = in between;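 note: fluorescent Galphao held in activated GDP-AlF4 state binding bead-coupled RGS7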
ABCB1 inh = human ABCB1 inhibition, ABCG2 as counter-screen; actives 0.067% (n = 190,000); CCRF-Adr cells, JC-1 efflux, flow cytometry; inhibition, % at 6.6 µM; in the data active = inhibition above about 40%;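 note: 0% = vehicle and 100% = reference inhibitor; higher value means more JC-1 retained so stronger ABCB1 efflux block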
Bim-Bcl-B = inhibitors of Bim-Bcl-B interaction, human. actives 0.073% (n = 190,000). inhibition, % at 10 µM. Q9HD36. bead-based flow cytometry, Bim peptide-Bcl-B binding. AID 951;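 note: 0% = tracer peptide without compound and 100% = reference inhibitor peptide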
Target sequence (Q9HD36 whole entry, looked up): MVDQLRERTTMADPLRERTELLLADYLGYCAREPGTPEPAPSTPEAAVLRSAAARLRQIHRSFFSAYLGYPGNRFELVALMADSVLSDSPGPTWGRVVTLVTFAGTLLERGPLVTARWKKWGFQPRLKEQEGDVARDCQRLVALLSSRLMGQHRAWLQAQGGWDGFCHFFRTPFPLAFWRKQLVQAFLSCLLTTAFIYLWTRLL
Bim-Bfl-1 = human Bim-Bfl-1 interaction inhibition | actives 0.12% (n = 190,000) | inhibition, % at 10 µM | Bead-based flow cytometry, Bim-Bfl-1 binding inhibition;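 note: 0% = wells without compound plus tracer and 100% = blocker peptide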
* hit, by the source's call; [ ] = remark or other dose. Cut-off read from the data, not from the text of the source, unless noted: active = inhibition above about 40%. Rows were taken by chance, and some 1.1% of all compounds hit somewhere here.

A first look:
Screening CC(C)CCNCC(=O)NC(c1ccccc1)c1ccccc1 returned ABCG2 block -2, Bim-Bcl-2 -4, Bim-Bcl-XL -2, Bim-Bcl-W -2, RGS4-Gao reg 100, RGS8-Gao 100, GSH fluor 14, RGS7-Gao reg 97, ABCB1 inh -0.7, Bim-Bcl-B -4 and Bim-Bfl-1 -9.
For CCOC(=O)N1CCN(C(=O)CSc2nnc(COc3ccc(Cl)cc3)o2)CC1 the results were ABCG2 block 4, Bim-Bcl-2 -5, Bim-Bcl-XL -5, Bim-Bcl-W 0, RGS4-Gao reg 99, RGS8-Gao 100, GSH fluor 23, RGS7-Gao reg 98, ABCB1 inh 1.0, Bim-Bcl-B -8 and Bim-Bfl-1 -7.

All compounds of this part, previewed entries included:
Screening CC(C)CCNCC(=O)NC(c1ccccc1)c1ccccc1 returned ABCG2 block -2, Bim-Bcl-2 -4, Bim-Bcl-XL -2, Bim-Bcl-W -2, RGS4-Gao reg 100, RGS8-Gao 100, GSH fluor 14, RGS7-Gao reg 97, ABCB1 inh -0.7, Bim-Bcl-B -4 and Bim-Bfl-1 -9.
For CCOC(=O)N1CCN(C(=O)CSc2nnc(COc3ccc(Cl)cc3)o2)CC1 the results were ABCG2 block 4, Bim-Bcl-2 -5, Bim-Bcl-XL -5, Bim-Bcl-W 0, RGS4-Gao reg 99, RGS8-Gao 100, GSH fluor 23, RGS7-Gao reg 98, ABCB1 inh 1.0, Bim-Bcl-B -8 and Bim-Bfl-1 -7.
For COc1cc(C(=O)Nc2c(C)cc(C)cc2C)c(-n2cnnn2)cc1OC the results were ABCG2 block 2, Bim-Bcl-2 -14, Bim-Bcl-XL -5, Bim-Bcl-W 1, RGS4-Gao reg 102, RGS8-Gao 100, GSH fluor 45, RGS7-Gao reg 103, ABCB1 inh -0.3, Bim-Bcl-B -17 and Bim-Bfl-1 -12.
For O=C(O)c1cc(=O)[nH]c2c(Cl)cccc12 the results were ABCG2 block 0, Bim-Bcl-2 -13, Bim-Bcl-XL -2, Bim-Bcl-W -6, RGS4-Gao reg 100, RGS8-Gao 103, GSH fluor 24, RGS7-Gao reg 105, ABCB1 inh 0.0, Bim-Bcl-B -5 and Bim-Bfl-1 -12.
For CCN(CC)c1ccc(/C=N/NC(=O)CN2CCCc3ccccc32)cc1 the results were ABCG2 block 4, Bim-Bcl-2 -1, Bim-Bcl-XL -5, Bim-Bcl-W 0, RGS4-Gao reg 92, RGS8-Gao 97, GSH fluor 9, RGS7-Gao reg 91, ABCB1 inh 0.3, Bim-Bcl-B -1 and Bim-Bfl-1 -3.
`COc1ccc(C2C([N+](=O)[O-])=C(C)N(C)C(=O)N2C)cc1OC` (configuration not stated) gave ABCG2 block 0, Bim-Bcl-2 -1, Bim-Bcl-XL 0, Bim-Bcl-W 0, RGS4-Gao reg 105, RGS8-Gao 104, GSH fluor 9, RGS7-Gao reg 107, ABCB1 inh 0.6, Bim-Bcl-B 0 and Bim-Bfl-1 -2.
`CC1CCCCN1C(=O)/C(=C\c1ccccc1)c1ccccc1` (configuration not stated) gave ABCG2 block 3, Bim-Bcl-2 -6, Bim-Bcl-XL -1, Bim-Bcl-W 0, RGS4-Gao reg 102, RGS8-Gao 100, GSH fluor 13, RGS7-Gao reg 97, ABCB1 inh 1.1, Bim-Bcl-B -5 and Bim-Bfl-1 -9.
`CCOC(=O)c1c(NC(C)=O)sc2c(OCC(O)CNC(C)(C)C)c(Br)ccc12` (configuration not stated) gave ABCG2 block 4, Bim-Bcl-2 -3, Bim-Bcl-XL -2, Bim-Bcl-W -2, RGS4-Gao reg 100, RGS8-Gao 103, GSH fluor 15, RGS7-Gao reg 100, ABCB1 inh 5.7, Bim-Bcl-B -7 and Bim-Bfl-1 -7.
Screening O=C(OCc1ccccc1)C1=[N+]([O-])OC(C(=O)OCc2ccccc2)C1c1c[nH]c2ccccc12 (configuration not stated) returned ABCG2 block -1, Bim-Bcl-2 -9, Bim-Bcl-XL -3, Bim-Bcl-W 2, RGS4-Gao reg 106, RGS8-Gao 102, GSH fluor 26, RGS7-Gao reg 102, ABCB1 inh 0.0, Bim-Bcl-B -1 and Bim-Bfl-1 -7.
CCc1cc(=O)oc2c(C)c(OCC(=O)N3CCCc4ccccc43)ccc12 was read as ABCG2 block 10, Bim-Bcl-2 0, Bim-Bcl-XL -7, Bim-Bcl-W 0, RGS4-Gao reg 133, RGS8-Gao 159*[activator], GSH fluor 41, RGS7-Gao reg 118, ABCB1 inh 4.2, Bim-Bcl-B 3 and Bim-Bfl-1 -1.
`O=C(O)c1ccc(CNC(=S)Nc2ccccc2)cc1` gave ABCG2 block 10, Bim-Bcl-2 0, Bim-Bcl-XL 0, Bim-Bcl-W 0, RGS4-Gao reg 100, RGS8-Gao 101, GSH fluor 12, RGS7-Gao reg 98, ABCB1 inh 0.4, Bim-Bcl-B -5 and Bim-Bfl-1 -4.
For O=C(CSc1ccc2c(c1)OCCO2)NCCN1C(=O)CSC1=O the results were ABCG2 block 0, Bim-Bcl-2 -2, Bim-Bcl-XL -3, Bim-Bcl-W -1, RGS4-Gao reg 105, RGS8-Gao 102, GSH fluor 25, RGS7-Gao reg 106, ABCB1 inh 0.1, Bim-Bcl-B -2 and Bim-Bfl-1 -2.
Screening Cc1c(NC(=O)C(C)OC(=O)[C@@H](NC(=O)c2ccccc2)C(C)C)c(=O)n(-c2ccccc2)n1C (some centres not stated) returned ABCG2 block 1, Bim-Bcl-2 0, Bim-Bcl-XL 0, Bim-Bcl-W 0, RGS4-Gao reg 103, RGS8-Gao 102, GSH fluor 23, RGS7-Gao reg 106, ABCB1 inh 0.1, Bim-Bcl-B -3 and Bim-Bfl-1 -13.
For CC(C)c1nnc(SCC(=O)N2CCc3ccccc32)n1C the results were ABCG2 block 2, Bim-Bcl-2 -5, Bim-Bcl-XL -5, Bim-Bcl-W -3, GSH fluor 20, ABCB1 inh 0.4, Bim-Bcl-B -4 and Bim-Bfl-1 -2.
`COc1ccc(OCc2nnc(SCC(=O)O)n2N)cc1` gave ABCG2 block 2, Bim-Bcl-2 -1, Bim-Bcl-XL 0, Bim-Bcl-W 1, RGS4-Gao reg 95, RGS8-Gao 96, GSH fluor 21, RGS7-Gao reg 98, ABCB1 inh 0.9, Bim-Bcl-B 2 and Bim-Bfl-1 2.
CNS(=O)(=O)/C=C/c1ccccc1 was read as ABCG2 block 4, Bim-Bcl-2 -4, Bim-Bcl-XL -1, Bim-Bcl-W -6, RGS4-Gao reg 106, RGS8-Gao 105, GSH fluor 12, RGS7-Gao reg inconclusive, ABCB1 inh 0.7, Bim-Bcl-B -4 and Bim-Bfl-1 -6.
For O=C(N/N=C/c1cnc(N2CCCCC2)s1)c1ccc(Cl)cc1 the results were ABCG2 block 2, Bim-Bcl-2 5, Bim-Bcl-XL 1, Bim-Bcl-W -2, RGS4-Gao reg 97, RGS8-Gao 99, GSH fluor 17, RGS7-Gao reg 95, ABCB1 inh 0.5, Bim-Bcl-B 3 and Bim-Bfl-1 7.
`Cc1nn(Cc2c(F)c(F)c(F)c(F)c2F)c(C)c1NC(=O)c1ccc(COc2ccccc2Cl)o1` gave ABCG2 block 9, Bim-Bcl-2 -2, Bim-Bcl-XL -2, Bim-Bcl-W 0, RGS4-Gao reg 99, RGS8-Gao 101, GSH fluor 23, RGS7-Gao reg 101, ABCB1 inh 1.5, Bim-Bcl-B -5 and Bim-Bfl-1 -11.
C=CCc1c(C)nc(SC(C)C)[nH]c1=O was read as ABCG2 block 2, Bim-Bcl-2 -8, Bim-Bcl-XL -4, Bim-Bcl-W 1, RGS4-Gao reg 102, RGS8-Gao 106, GSH fluor 35, RGS7-Gao reg 100, ABCB1 inh 1.1, Bim-Bcl-B -3 and Bim-Bfl-1 -13.
CC(Sc1nc(-c2ccccc2)cc(C(F)(F)F)n1)C(=O)N1CCC(C(N)=O)CC1 (configuration not stated) was read as ABCG2 block 36, Bim-Bcl-2 -9, Bim-Bcl-XL -7, Bim-Bcl-W -6, RGS4-Gao reg 100, RGS8-Gao 98, GSH fluor 26, RGS7-Gao reg 103, ABCB1 inh 0.9, Bim-Bcl-B -8 and Bim-Bfl-1 -23.
For CCC(CO)NC(=O)c1cccc(S(=O)(=O)N2c3ccccc3CC2C)c1 (configuration not stated) the results were ABCG2 block 11, Bim-Bcl-2 -8, Bim-Bcl-XL -6, Bim-Bcl-W -2, RGS4-Gao reg 100, RGS8-Gao 100, GSH fluor 14, RGS7-Gao reg 99, ABCB1 inh -0.8, Bim-Bcl-B -7 and Bim-Bfl-1 -9.
Cn1nc(SCC(=O)O)sc1=S was read as ABCG2 block 1, Bim-Bcl-2 -5, Bim-Bcl-XL -12, Bim-Bcl-W 1, RGS4-Gao reg 99, RGS8-Gao 98, GSH fluor 43, RGS7-Gao reg 100, ABCB1 inh 0.5, Bim-Bcl-B -4 and Bim-Bfl-1 -13.
CCC(C)(C)NC(=O)C(c1cccn1C)N(C(=O)Cn1nnc2ccccc21)c1ccccc1OC (configuration not stated) was read as ABCG2 block 3, Bim-Bcl-2 -5, Bim-Bcl-XL -2, Bim-Bcl-W -1, RGS4-Gao reg 77, RGS8-Gao 68, GSH fluor 16, RGS7-Gao reg 79, ABCB1 inh 2.6, Bim-Bcl-B -5 and Bim-Bfl-1 -2.
`CCOC(=O)N1CCN(C(=O)C2CC(=O)N(c3ccc(OC)cc3)C2c2ccc(OC)cc2)CC1` (configuration not stated) gave ABCG2 block -12, Bim-Bcl-2 -7, Bim-Bcl-XL -4, Bim-Bcl-W -3, RGS4-Gao reg 102, RGS8-Gao 104, GSH fluor 21, RGS7-Gao reg 101, ABCB1 inh -0.1, Bim-Bcl-B -10 and Bim-Bfl-1 -17.
For CC(=O)Nc1cc(C(=O)OCC(=O)c2ccccc2)ccc1C the results were ABCG2 block 5, Bim-Bcl-2 -6, Bim-Bcl-XL -5, Bim-Bcl-W -5, RGS4-Gao reg 99, RGS8-Gao 102, GSH fluor 6, RGS7-Gao reg 97, ABCB1 inh 0.6, Bim-Bcl-B -6 and Bim-Bfl-1 -4.
For Cc1c(N=Cc2ccc(Br)s2)cccc1[N+](=O)[O-] the results were ABCG2 block 3, Bim-Bcl-2 -5, Bim-Bcl-XL -11, Bim-Bcl-W -3, RGS4-Gao reg 91, RGS8-Gao 96, GSH fluor 34, RGS7-Gao reg 94, ABCB1 inh 0.3, Bim-Bcl-B -8 and Bim-Bfl-1 -10.
`CSC1=N/C(=C\c2ccc(C)s2)C(=O)S1` gave ABCG2 block -3, Bim-Bcl-2 2, Bim-Bcl-XL -5, Bim-Bcl-W -2, RGS4-Gao reg 101, RGS8-Gao 99, GSH fluor 13, RGS7-Gao reg 95, ABCB1 inh -0.4, Bim-Bcl-B -3 and Bim-Bfl-1 0.
Screening Cc1ccc(C)c(N2CCN(CC3CC=CCC3)CC2)c1 (configuration not stated) returned ABCG2 block 1, Bim-Bcl-2 8, Bim-Bcl-XL 13, Bim-Bcl-W 11, RGS4-Gao reg 84, RGS8-Gao 71, GSH fluor 15, RGS7-Gao reg 80, ABCB1 inh 0.2, Bim-Bcl-B 8 and Bim-Bfl-1 7.
For CCCCCCc1cc2cc(C(=O)Nc3ccc(OC)cc3)c(=O)oc2cc1O the results were ABCG2 block 0, Bim-Bcl-2 -7, Bim-Bcl-XL -9, Bim-Bcl-W -11, RGS4-Gao reg 92, RGS8-Gao 99, GSH fluor 13, RGS7-Gao reg 92, ABCB1 inh -0.1, Bim-Bcl-B -13 and Bim-Bfl-1 -15.
